Bioassay records: PubChem, National Center for Advancing Translational Sciences (NCATS)
FBPA Giardia inh: Giardia lamblia aldolase inhibition | A8B2U2 | purified Giardia FBPA | Potency, µM (series often up to 59.6 µM), inactives show at the highest dose activity, negative = inhibition, most hits filed as inhibitors | 290,000 compounds, 0.71% hits | AID 2451; further: potency means the concentration at half of the fitted maximal effect; on the % scale 0 is the no-effect control and ±100 the full control effect; nearly all actives have a fitted effect of over 55% in size
Target sequence (A8B2U2 whole entry, looked up): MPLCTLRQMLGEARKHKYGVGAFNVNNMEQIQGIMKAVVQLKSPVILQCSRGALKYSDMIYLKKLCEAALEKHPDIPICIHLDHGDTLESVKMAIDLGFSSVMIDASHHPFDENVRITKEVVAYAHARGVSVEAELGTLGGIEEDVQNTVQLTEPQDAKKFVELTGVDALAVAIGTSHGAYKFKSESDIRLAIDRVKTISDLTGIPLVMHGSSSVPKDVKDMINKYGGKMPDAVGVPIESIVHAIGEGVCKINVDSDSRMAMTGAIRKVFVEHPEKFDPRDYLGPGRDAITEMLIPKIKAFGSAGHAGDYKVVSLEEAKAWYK
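Giardia FBPA (40 nM reagent) was preincubated 10 min at RT with compound (up to 57.5 uM final), then substrate plus GAPDH/TPI/NAD/arsenate coupling system with diaphorase/resazurin was added; resorufin fluorescence (525/598 nm) was read after 20 min.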
AmpC inh no detg: blocks E. coli AmpC beta-lactamase in detergent-free assay; AmpC nitrocefin hydrolysis, absorbance 480 nm, 0.0001% Triton; Potency, µM (highest dose often 57.1 µM), for inactives: at the top dose activity change, negative = inhibition, most hits filed as inhibitors; 330,000 compounds, 0.52% hits;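 further: potency means the concentration at half of the fitted maximal effect; plate controls were no compound for no effect and no enzyme for full effect; nearly all actives have a fitted effect of over 20% in size; some results filed as inactive show a strong effect at the top dose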
Target sequence (P00811 whole entry, looked up): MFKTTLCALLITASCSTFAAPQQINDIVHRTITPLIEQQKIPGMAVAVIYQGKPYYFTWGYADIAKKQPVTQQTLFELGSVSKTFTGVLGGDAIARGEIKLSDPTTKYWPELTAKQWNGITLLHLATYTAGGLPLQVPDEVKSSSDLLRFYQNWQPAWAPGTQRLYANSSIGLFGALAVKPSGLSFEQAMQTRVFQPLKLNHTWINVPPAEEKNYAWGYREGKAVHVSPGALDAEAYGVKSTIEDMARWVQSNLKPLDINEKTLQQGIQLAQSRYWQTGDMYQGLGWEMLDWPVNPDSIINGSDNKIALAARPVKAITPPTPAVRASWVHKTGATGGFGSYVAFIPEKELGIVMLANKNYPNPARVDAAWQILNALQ
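AmpC (5.3 nM in the dispensed reagent) in 20 mM phosphate pH 7.0 with 0.01% (detergent screen) or 0.0001% Triton X-100 was preincubated with compounds for 15 min at room temperature. Nitrocefin was then added from an 800 uM solution, and hydrolysis was followed at 480 nm.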
HCMV antiviral: human cytomegalovirus inhibition. HFF cells, HCMV-luciferase reporter, 72 h; active compounds read low. activity change, negative = inhibition, % at 57.5 µM. 410,000 compounds, 4.5% hits; in the data active means activity change below about -60%; inconclusive means no clear call, values can overlap the other calls; inactive means above about -39%; further: on the % scale 0 is the no-effect control and ±100 the full control effect
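Two compound doses tested in HFFs infected with HCMV-luciferase, MOI 1 PFU/cell, 72 h at 37C. Lysate luminescence read with OneGlo; data normalized against buffer-only and 10uM Salinomycin inhibitor controls.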
Shiga inhibitor: Shiga toxin inhibition | Vero cells, Shiga toxin protein synthesis inhibition reporter | inhibition, % at 38.7 µM | 290,000 compounds, 9.2% hits | AID 2315; in the data active means inhibition mostly above about 28%, no sharp cut-off; inactive means mostly below about 43%; further: 0% is about no effect
AMA1-RON2 inh: AMA1-RON2 (P. falciparum) interaction inhibition; 360,000 compounds, 0.2% hits; AID 720542; Potency, µM (series often up to 58.2 µM), for inactives: top-dose activity change, negative = inhibition, hits mostly inhibitors; AlphaScreen AMA1-biotinylated RON2 peptide binding;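 further: potency means the concentration at half of the fitted maximal effect; 0% = vehicle wells and -100% = peptide control; nearly all actives have a fitted effect of over 45% in size; some results filed as inactive show a strong effect at the top dose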
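AMA1 (3D7) with his tag at 25 nM final met compounds first, then biotinylated RON2 peptide at 25 nM; detection used donor plus acceptor beads, 10 µg/mL apiece, read by AlphaScreen after 30 min at room temperature.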
AmpC inh detg: AmpC beta-lactamase inhibition with detergent present | AmpC hydrolysis of nitrocefin, absorbance 480 nm, 0.01% Triton | Potency, µM (series often up to 114 µM), inactives show top-dose activity change, negative = inhibition, hits mostly inhibitors | P00811 | AID 485294 | 370,000 compounds, 0.041% hits;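 further: potency means the concentration at half of the fitted maximal effect; 0% = no-compound wells and -100% = no-enzyme wells; nearly all actives have a fitted effect of over 25% in size; some results filed as inactive show a strong effect at the top dose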
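AmpC (5.3 nM in the dispensed reagent) in 20 mM phosphate pH 7.0 with 0.01% (detergent screen) or 0.0001% Triton X-100 was preincubated with compounds for 15 min at room temperature. Nitrocefin was then added from an 800 uM solution, and hydrolysis was followed at 480 nm.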
Cycloheximide cs: affects cycloheximide protein synthesis inhibition readout, counter-screen | cell reporter, cycloheximide protein synthesis inhibition counterscreen | 300,000 compounds, 12% hits | max response, %; in the data active means max response mostly above about 13%, no sharp cut-off; inactive means mostly below about 14%; further: read at 38.3 µM for the half of the compounds with a filed dose; 0% is about no effect
Starred values were filed as active, the others as inactive; ? = inconclusive; / = no result given; & = joins results of further samples; [ ] = another dose, or the depositor's remark. Unless noted, the call rests on the fitted dose curve; in most records, active means well fitted curve in the direction sought with a large enough effect; inconclusive means small, poorly fitted or top-dose-only effect, or another doubt; inactive means no such curve, though single readings can be large; an effect the other way counts as inactive or inconclusive.

SMILES | FBPA Giardia inh | AmpC inh no detg | HCMV antiviral | Shiga inhibitor | AMA1-RON2 inh | AmpC inh detg | Cycloheximide cs
CCN1CCN(c2ccc(S(=O)(=O)N3CCCCC3)cc2NC(=O)COc2cc(C)ccc2Cl)CC1 | / | 164%[activator] | / | / | -28% | ? | /
C=CCn1cc(C(=O)N2CCN(CC)CC2)c(=O)c2cc(S(=O)(=O)N(CC)CC)ccc21 | -1% | -13% | ? | -13 | 9% | 0% | -4
CC(=O)Nc1ccc(NC(=O)C(C)OC(=O)c2ccc(S(=O)(=O)N3CCCCC3)cc2)cc1 (stereo not given) | / | 0% | -31 | / | -9% | / | /
Cc1ccc(CN2CCN(Cc3cc(=O)c4ccccc4[nH]3)CC2CCO)o1 (stereo not given) | 0% | -7% | 49 | 6 | 11% | 2% | -2
COc1ccc(C2CC(c3cccs3)=NN2C(=O)c2ccccc2)cc1OC (stereo not given) | 0% | 101%[activator] | -5 | -4 | 12% | -5% | 2
CC1(C)CC(C(CC(=O)N2CCCC2)Cc2ccccc2)CCO1 (stereo not given) | 1% | 21% | -2 | 20 | 6% | 2% | 4
CCCC(C(=O)NC1=NCCS1)c1ccccc1 (stereo not given) | -2% | -16% | ? | 10 | 56%[activator] | -10% | 1
COc1ccc(CCNC(=O)c2ccc3c(c2)NC(=O)CS3)cc1OC | 10% | -22% | 0 | -10 | -10% | 0% | -4
COc1ccc(NC(=O)CSc2nc3ncccc3[nH]2)cc1OC | -15% | -12% | 3 | 28 | 20% | 3% | -2
CCN(CC)C(=O)[C@H]1CC(CC(=O)NC(C)(C)C)C(=O)N2CCc3c([nH]c4ccccc34)[C@]12C (stereo not given in full) | / | 170%[activator] | -7 | / | 1% | / | /
COc1ccc2c(c1)OC1(C)CC2C(C(=O)c2ccccc2OC)C(=O)N1 (stereo not given) | 1% | 0% | -27 | -15 | -1% | ? | -5
CSc1oc(-c2ccco2)nc1S(=O)(=O)c1ccc(F)cc1 | -24% | -34% | 1 | -4 | -4% | -5% | -2
Cc1nc2[nH]c(=S)n(C)c(=O)c2nc1C | ? | -11% | 1 | -4 | 2% | -1% | -4
COc1ccc(S(=O)Cc2ccc(C(=O)NCc3cccc(OC)c3)o2)cc1 (stereo not given) | / | -6% | 37 | -2 | -5% | 0% | -2
Cc1cc(-n2c(SCc3ccccc3F)nc3n[nH]c(C)c3c2=N)ccc1Cl | -11% | -59% | -34 | -9 | -9% | -6% | 21
S=C(NCc1ccccc1)NCc1ccccn1 | -1% | -9% | 9 | 17 | 17% | 0% | -2
O=C(Cc1ccc(F)cc1)N1CCN=C1SCc1ccc([N+](=O)[O-])cc1 | 1% | -25% | -68* | -15 | 7%[2.32 µM] | ? | 0
CCOC(=O)Cc1nnc(Nc2ccc(C)cc2)c2ccccc12 | 3% | -24% | -21 | 29 | -13% | 1% | 2
COc1ccc(/C=C2\SC(=S)N(C(C)C(=O)NC3C=CS(=O)(=O)C3)C2=O)cc1 (stereo not given) | -6% | 28% | ? | 31* | 5% | -5% | 23*
CC(C)c1ccc(/C=C2\NC(=S)N(Cc3cccnc3)C2=O)cc1 | -4% | -14% | ? | -5 | -3% | -1% | -3
CN1CN(C)C(c2ccncc2)=C1c1ccncc1 | -2% | -20% | ? | 23 | -5% | -1% | 0
Nc1nonc1-n1nnc(C(=O)N/N=C/c2cc(Br)ccc2O)c1CSC1=NCCS1 | -6% | -57% | -103* | -8 | 90%[activator] | -14% | -2
COc1ccc(N2CCN(C(=O)CCS(=O)(=O)c3ccc4c(c3)NC(=O)C(C)S4)CC2)cc1 (stereo not given) | -9% | 23% | ? | -8 | 8% | -9% | -4
O=C(COC(=O)CCC1CCCC1)Nc1cc(S(=O)(=O)N2CCOCC2)ccc1Cl | / | 130%[activator] | -5 | / | 10% | -18% | /
COC(=O)c1nc(NC(=O)c2ccccc2Cl)n[nH]1 | -4% | -13% | 52 | 29 | 10% | -11% | 1
COc1cccc(/C=N/NC(=O)CNC(=O)COc2cccc(C)c2)c1O | 13% | -9% | 1 | 14 | 76%[activator] | -3% | -1
Cn1c(SCC(=O)Nc2ccc(NC(=O)c3ccccc3)cc2)nnc1-c1ccncc1 | -11% | -8% | -17 | -11 | 5% | 6% | -5
Cc1ccccc1CN1CCSc2sccc2C1=O | -6% | -10% | ? | -8 | -4% | -12% | -2
Cc1nc(-c2ccccc2)sc1-c1n[nH]c(=S)n1C | 15% | -17% | -15 | 19 | 79%[activator] | -3% | 3
CC1CCCN(C(=O)c2cc(-c3cccs3)nc3ccccc23)C1 (stereo not given) | / | 24% | -19 | / | 7% | / | /
COc1ccc(N(C(=O)Cn2nnc(-c3ccccc3F)n2)C(C(=O)NCC2CCCO2)c2ccc(Cl)cc2)cc1 (stereo not given) | 8% | -5% | ? | -5 | 6% | -5% | -2
CCCN1CCC(NC(=O)C2CCN(C(C)=O)CC2)CC1 | 21% | -16% | 27 | -2 | -7% | -15% | 2
Clc1ccc(N2CCN(Cc3ccccc3Cl)CC2)cc1 | ? | -12% | 12 | -9 | -12% | -1% | -3
CCOC(=O)/C(C#N)=C/c1ccc(N2CCCCC2)cc1 | -4% | -19% | -21 | 111* | 100%[activator] | 7% | 41*
CCCOc1ccc(C(=O)NNC(=S)NC(=O)c2ccccc2)cc1 | ? | -46% | -86* | 4 | 81% | -4% | 8
CC1=NNC(=O)C1CCC(=O)N/N=C(\C)c1ccccc1 (stereo not given) | 3% | -9% | 11 | 34 | 27% | 2% | -2
N#Cc1ccc(N2CCOCC2)c([N+](=O)[O-])c1 | 5% | -16% | 128 | -18 | -8% | -7% | -1
O=C(Nc1nnc(C2CC2)o1)c1ccc(S(=O)(=O)N2CCCc3ccccc32)cc1 | ? | -54% | -16 | 19 | 60%[activator] | -12% | -2
COc1cc(C)c(S(=O)(=O)N2CCOCC2)c(C)c1C | 6% | 21% | ? | -3 | -2% | 1% | 1
Cc1ccc2[nH]c(=O)c(CN3CCCCC3)c(-c3ccccc3)c2c1 | -18% | -3% | 12 | -5 | -2% | 4% | -5

Record cards, from the list above. Screens in order: FBPA Giardia inh | AmpC inh no detg | HCMV antiviral | Shiga inhibitor | AMA1-RON2 inh | AmpC inh detg | Cycloheximide cs
Record of `Cc1ccc2[nH]c(=O)c(CN3CCCCC3)c(-c3ccccc3)c2c1` → -18% | -3% | 12 | -5 | -2% | 4% | -5
Record of `CC1=NNC(=O)C1CCC(=O)N/N=C(\C)c1ccccc1` (stereo not given) → 3% | -9% | 11 | 34 | 27% | 2% | -2

Later entries:
SMILES | FBPA Giardia inh | AmpC inh no detg | HCMV antiviral | Shiga inhibitor | AMA1-RON2 inh | AmpC inh detg | Cycloheximide cs
C[C@H](NC(=O)N1CCn2c1nc1ccccc12)C(=O)NCc1ccc(F)cc1 | 17% | 30% | -20 | 6 | 93%[activator] | 3% | -2
Cn1ccc(NC(=O)Nc2ccc(Cl)cc2)n1 | -5% | -15% | -12 | 93* | 6% | 4% | 37*
COc1ccccc1OCC(=O)Nc1ccc2c(c1)OCCO2 | 4% | -21% | 115 | 78* | -12% | 0% | 30*
CN(CC(=O)Nc1ccccc1Br)C(=O)c1sccc1-c1ccccc1 | / | -21% | -29 | / | -6% | ? | /
Nc1nc(-c2ccc(Cl)cc2)cc(C(F)(F)F)n1 | 0% | -9% | 11 | 3 | 0% | -2% | -1
Nc1cccc(Oc2ccc3c(c2)C(=O)N(CC2CCCO2)C3=O)c1 (stereo not given) | 4% | 0% | 27 | 82* | -7% | -6% | 35*
C=C(C)C(=O)Nc1cccc(C2=NOC3(C2)C[C@@H](C(N)=O)N(C(=O)CCCCC)C3)c1 (stereo not given in full) | -1% | 60% | -25 | -1 | 22% | -10% | -4
COc1ccc(CN=C(C)c2c(C(F)(F)F)[nH]n(-c3nc4ccccc4s3)c2=O)cc1 | -12% | -11% | -37 | 122* | 5% | 0% | 42*
Cc1ccsc1C(=O)N1CCCC(CCC(=O)N2CCN(c3ccccn3)CC2)C1 (stereo not given) | 1% | 33% | -38 | -7 | 14% | 8% | -2
CCCCOC(=O)c1ccc(NC(=O)CSCc2n[nH]c(=O)[nH]2)cc1 | 8% | -10% | 14 | -3 | 1% | 4% | 0
OCCN(CC(O)COc1ccccc1)CC(O)Cn1ccc2ccccc21 (stereo not given) | 1% | 101%[activator] | ? | -14 | 0% | ? | -1
CCN1C(=NCCOC)N[C@@H](CCc2ccccc2)[C@H](C(=O)OC)[C@H]1C | 22%&1% | -12%&-6% | -7 | 2&-4 | 2% | ? | -5&-2
Cc1nn(CC(=O)NCCc2ccccc2)c(=O)c2ccccc12 | 0% | -7% | 15 | -12 | -11% | -19% | 2
CCOc1cc(C(=O)OC(C)C(=O)Nc2ncc(Cl)cc2Cl)ccc1OCC(=O)N1CCOCC1 (stereo not given) | 1% | -17% | -9 | -2 | -7% | -14% | -3
CCCCC(=O)NCCc1ccc(S(N)(=O)=O)cc1 | 1% | -4% | 6 | -6 | 0% | -11% | -3
Cc1ccc(CNS(=O)(=O)c2ccc3c(c2)NC(=O)C(C)S3)cc1 (stereo not given) | / | -39% | -33 | 7 | -17% | 7% | -1
COc1cccc(NC(=O)CN(C)C(=O)c2cccc(S(=O)(=O)N3CC4(C)CC3CC(C)(C)C4)c2)c1 (stereo not given) | / | -11% | -23 | / | 3% | / | /
COc1ccc(CCNC(=O)COC(=O)Cn2cnc3ccccc3c2=O)cc1 | 7% | 2% | -9 | 26 | 8% | 4% | -2
Cc1cc(C)cc(NC(=S)N(CCN(C)C)C(C)c2cccnc2)c1 (stereo not given) | 0% | 9% | -1 | -20 | -14% | 7% | 6

Taken from the listing (6 entries):
SMILES | FBPA Giardia inh | AmpC inh no detg | HCMV antiviral | Shiga inhibitor | AMA1-RON2 inh | AmpC inh detg | Cycloheximide cs
CCOc1cc(C(=O)OC(C)C(=O)Nc2ncc(Cl)cc2Cl)ccc1OCC(=O)N1CCOCC1 (stereo not given) | 1% | -17% | -9 | -2 | -7% | -14% | -3
CCCCC(=O)NCCc1ccc(S(N)(=O)=O)cc1 | 1% | -4% | 6 | -6 | 0% | -11% | -3
Cc1ccc(CNS(=O)(=O)c2ccc3c(c2)NC(=O)C(C)S3)cc1 (stereo not given) | / | -39% | -33 | 7 | -17% | 7% | -1
COc1cccc(NC(=O)CN(C)C(=O)c2cccc(S(=O)(=O)N3CC4(C)CC3CC(C)(C)C4)c2)c1 (stereo not given) | / | -11% | -23 | / | 3% | / | /
COc1ccc(CCNC(=O)COC(=O)Cn2cnc3ccccc3c2=O)cc1 | 7% | 2% | -9 | 26 | 8% | 4% | -2
Cc1cc(C)cc(NC(=S)N(CCN(C)C)C(C)c2cccnc2)c1 (stereo not given) | 0% | 9% | -1 | -20 | -14% | 7% | 6
